Screens from PubChem BioAssay.
DRD3 antagonist: qHTS of D3 Dopamine Receptor Antagonist: qHTS; D(3) dopamine receptor (Homo sapiens), P35462; D3R cells, DiscoveRx beta-arrestin luminescence, antagonist mode; stronger effect = lower value; max response, negative = inhibition, %; hit rate 2.5% among 360,000; AID 652054, 2013; in the data active = max response below about -50%; inconclusive = no clear call, values can overlap the other calls; also: % is scaled to controls: 0 for no effect and ±100 for the full control effect; mostly tested at two doses, the higher about 12 µM
Target sequence (P35462 whole entry, looked up): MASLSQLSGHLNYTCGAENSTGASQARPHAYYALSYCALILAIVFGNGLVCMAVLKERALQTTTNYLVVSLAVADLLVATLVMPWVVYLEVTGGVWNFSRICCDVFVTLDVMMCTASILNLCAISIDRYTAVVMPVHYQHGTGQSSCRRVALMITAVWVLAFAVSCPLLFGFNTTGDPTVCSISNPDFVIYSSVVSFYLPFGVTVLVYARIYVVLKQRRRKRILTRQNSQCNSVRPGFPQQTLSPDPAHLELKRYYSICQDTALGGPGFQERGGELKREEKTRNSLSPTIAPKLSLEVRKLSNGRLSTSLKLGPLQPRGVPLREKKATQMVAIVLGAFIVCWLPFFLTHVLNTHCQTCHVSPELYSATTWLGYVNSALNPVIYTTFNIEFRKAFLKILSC
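Cells expressing the human receptor were seeded at 1500 cells/well, incubated overnight at 37 degrees C in 5% CO2, then exposed to library compounds with dopamine controls for 90 minutes at 37 degrees C before luminescent detection.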
D3 ag: qHTS of D3 Dopamine Receptor Agonist: qHTS; D(3) dopamine receptor (Homo sapiens), P35462; D3R DiscoveRx beta-arrestin cells, luminescence, 90 min; max activation, %; hit rate 0.58% among 410,000; AID 652048, 2013; in the data active = max activation above about 30%; also: 0% is about no effect; mostly tested at two doses, the higher about 12 µM
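Agonist-mode cell screen: cells plated at 1500/well and incubated overnight at 37 °C, then exposed to library compounds for 90 min at 37 °C. Detection reagent was added for 30–60 min at room temperature, and luminescence was read.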
GLP-1R inv ag: qHTS of GLP-1 Receptor Inverse Agonists (Inhibition Mode). hit rate 1.6% among 410,000. Potency, µM (top dose mostly 38.3 µM), inactives show at the top dose activity change, negative = inhibition, hits mostly inhibitors. HEK293 GLP-1R CRE-luciferase, luminescence, 24 h; GLP-1R form is constitutively active. Glucagon-like peptide 1 receptor (Homo sapiens), P43220. AID 624417, 2012; also: potency is read from the fitted curve at half-maximal effect; % is scaled to controls: 0 for no effect and ±100 for the full control effect; nearly all actives have a fitted effect of over 55% in size
Target sequence (P43220 whole entry, looked up): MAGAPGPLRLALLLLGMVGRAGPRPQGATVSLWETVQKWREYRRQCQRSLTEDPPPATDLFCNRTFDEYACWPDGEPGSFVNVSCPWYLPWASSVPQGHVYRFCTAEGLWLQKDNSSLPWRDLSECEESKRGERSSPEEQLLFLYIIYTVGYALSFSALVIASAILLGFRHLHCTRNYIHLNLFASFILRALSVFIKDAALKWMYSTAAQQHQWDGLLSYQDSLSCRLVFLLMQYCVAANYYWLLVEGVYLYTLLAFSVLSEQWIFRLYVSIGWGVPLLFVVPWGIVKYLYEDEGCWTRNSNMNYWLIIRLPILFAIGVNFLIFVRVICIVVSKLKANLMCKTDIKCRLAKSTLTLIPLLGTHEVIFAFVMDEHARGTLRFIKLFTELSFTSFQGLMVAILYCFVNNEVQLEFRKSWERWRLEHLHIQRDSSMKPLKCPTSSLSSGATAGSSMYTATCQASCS
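Luminescence readout: a drop in cAMP-driven luciferase signal flags inverse agonism at a constitutively active GLP-1R stably expressed in HEK293. Compound exposure lasted 24 hr at 37 deg C, 5% CO2.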
WRN inhibitor: qHTS for Inhibitors of WRN Helicase | Bifunctional 3'-5' exonuclease/ATP-dependent helicase WRN (Homo sapiens), Q14191 | WRN helicase unwinding, fluorescent forked duplex, kinetic | Potency, µM (series often up to 114 µM), for inactives: top-dose activity change, negative = inhibition, most hits filed as inhibitors | hit rate 0.46% among 360,000 | AID 651768, 2012; also: potency is read from the fitted curve at half-maximal effect; % is scaled to controls: 0 for no effect and ±100 for the full control effect; nearly all actives have a fitted effect of over 55% in size
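WRN at 20 nM final preincubated with compound 15 min at room temperature; reaction started with 100 nM fluorophore/quencher forked duplex oligonucleotide and 2 mM ATP final. Unwinding followed kinetically by red fluorescence (ex 525, em 598 nm).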
PI5P4Ka inh: qHTS for Inhibitors of phosphatidylinositol 5-phosphate 4-kinase (PI5P4K) | Phosphatidylinositol 5-phosphate 4-kinase type-2 alpha (Homo sapiens), P48426 | PI5P4Kalpha enzyme, ADP-Glo luminescence, 60 min; stronger effect = lower value | max response, % | hit rate 1.2% among 330,000 | AID 652105, 2013; active = max response of -50% or lower; inconclusive = between -30% and -50%; inactive = -30% or higher; also: value at the top dose of about 77 µM; % is scaled to controls: 0 for no effect and ±100 for the full control effect
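Quantitative HTS of the MLSMR library against PI5P4Kalpha with substrate. ATP added last at 5 microM final; room temperature, 60 minutes. Remaining ATP depleted, ADP converted and read as luminescence.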
HEK293 tox: qHTS of GLP-1 Receptor Inverse Agonists: Cytotox Screen; HEK293 cAMP-luciferase reporter cells, luminescence, 24 h; Potency, µM (highest dose often 38.3 µM), without a hit: at the top dose activity change, negative = inhibition, hits mostly inhibitors; hit rate 0.13% among 410,000; AID 624418, 2012;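 also: loss of luciferase light is scored as toxicity; potency is read from the fitted curve at half-maximal effect; % is scaled to controls: 0 for no effect and ±100 for the full control effect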
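Luminescence readout: signal drop marks cytotoxicity. Plated cells grew 12 h at 37 °C, 5% CO2, received 23 nL compound for 24 h, then got luciferase reagent, read after 12 min at RT.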
IL-2 act: qHTS of IL-2 Activators. IL-2 activation reporter assay, cell-based qHTS; stimulated with anti-CD3/CD4/CD28 beads; in transgenic mouse T cells. activation, % (series mostly up to about 46 µM). hit rate 0.065% among 360,000. AID 652025, 2013; in the data active = activation above about 50%; inconclusive = mostly about 30% to 49%; also: 0% is about no effect
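Unstimulated transgenic mouse T cells; 60-min compound exposure; bead-based TCR/CD4/CD28 stimulation; 18 h culture, 37 degrees C; dual fluorescence (EGFP, DsRed) plate cytometry.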
PLK1 PBD inh: qHTS for Inhibitors of PLK1-PDB (polo-like kinase 1 - polo-box domain): Primary Screen; Potency, µM, for the others: max response, negative = inhibition, hits mostly inhibitors; Plk1 PBD binding of FITC phosphopeptide, fluorescence polarization; hit rate 2.8% among 360,000; Serine/threonine-protein kinase PLK1 (Homo sapiens), P53350; also: potency is read from the fitted curve at half-maximal effect; series mostly up to about 57 µM; % is scaled to controls: 0 for no effect and ±100 for the full control effect; nearly all actives have a fitted effect of over 65% in size
GLP1R ag: qHTS of GLP-1 Receptor Agonists; Potency, µM (top dose mostly 45.6 µM), inactives show at the top dose activation, usual class: activators; hit rate 0.007% among 380,000; Glucagon-like peptide 1 receptor (Homo sapiens), P43220; HEK293 GLP-1R CRE-luciferase, luminescence, 4-6 h; cells express a hypersensitive GLP-1R form; also: potency is read from the fitted curve at half-maximal effect; % of control where 0% means no effect
Starred values were filed as active, the others as inactive; ? = inconclusive; nt = no result given; [ ] = dose if it differs, or a comment. Unless noted, calls follow the shape of the dose curve; as a rule, active = well fitted curve in the direction sought with a large enough effect; inconclusive = small, poorly fitted or top-dose-only effect, or another doubt; inactive = no such curve, though single readings can be large; an effect the other way counts as inactive or inconclusive.

SMILES	DRD3 antagonist	D3 ag	GLP-1R inv ag	WRN inhibitor	PI5P4Ka inh	HEK293 tox	IL-2 act	PLK1 PBD inh	GLP1R ag
COC(=O)C1=CN(c2ccc(Oc3ccccc3)cc2)C(N)=C(C#N)C1c1ccc(-c2ccccc2)cc1 (stereo unspecified)	-11	-9	-12%	4%	-12	-3%	1.1	-15%	nt
CCN(CC)S(=O)(=O)c1ccc(N2CCCC2)c(NS(=O)(=O)c2ccc([N+](=O)[O-])cc2)c1	?	-2	1%	-11%	7	-28%	0.7	-22%	-3%
O=C1c2c(O)cc(O)cc2O[C@H](c2ccc(O)cc2)[C@H]1O	20	8	19%	2%	-17	-2%	0.4	8%	-2%
COc1ccc(C(=O)Nn2c(C)nc3ccccc3c2=O)c(OC)c1	23	2	12%	0%	1	-11%	-0.1	-13%	6%
CCOC(=O)CN(C(=O)COC(=O)C1=NNC(=O)CC1)c1ccc(F)cc1	12	-10	3%	7%	-2	-2%	1.5	2%	8%
O=C(CSc1nnc(C2CC2)n1CC1CCCO1)Nc1ccccc1Cl (stereo unspecified)	-4	-2	13%	-2%	5	7%	-1.2	6%	5%
Cc1nnc(C)c2c(C)n(-c3ccccc3)c(C)c12	-13	-5	0%	5%	-14	1%	-4.3	-19%	1%
COc1cc(S(=O)(=O)N(Cc2cccnc2)Cc2cccc(OC)c2OC)ccc1-n1cnnn1	5	1	86%[activator]	-1%	10	-4%	1.4	-2%	8%
O=C(CN1C(=O)c2cccc([N+](=O)[O-])c2C1=O)N1CCN(c2ccc(F)cc2)CC1	-18	3	7%	2%	-7	6%	0.2	-9%	0%
Cn1c(CC(=O)Nc2ccccc2)nnc1SCC(=O)NC1=NCCS1	13	6	10%	-6%	-1	29%	0.2	-8%	2%
Cc1noc(C)c1COc1ccccc1C(=O)N1CCN(S(=O)(=O)c2ccccc2F)CC1	5	-4	6%	0%	5	15%	-1.2	2%	1%
COCCNC(=O)c1oc2ccc3c(c2c1C)C(O)CC(C)(C)O3 (stereo unspecified)	-7	2	34%[activator]	8%	3	7%	-3.1	8%	-1%
CCOC(=O)N1CCN(c2c(N3CCN(c4ccc(F)cc4)CC3)c(=O)c2=O)CC1	-19	-1	32%[activator]	-1%	-2	-7%	0.0	-14%	10%
Cc1cc(/C=C(/C#N)C(=O)O)c(C)n1-c1cccc2ccccc12	14	-1	-10%	-16%	-30	4%	-0.5	?	2%
COC(=O)C(C(=O)OC)C(C(C)C)C(C(=O)OC)C(=O)OC	-19	-7	17%	7%	-8	-6%	-2.3	-16%	-14%
COCCNC(=O)C(=O)NCC1OCCCN1S(=O)(=O)c1cccs1 (stereo unspecified)	4	3	11%	5%	-3	-10%	0.2	-1%	-11%
O=C(CCC(=O)N(CC(=O)NC1CCCC1)Cc1ccccc1Cl)Nc1nccs1	-7	0	5%	-17%	1	12%	0.0	-17%	9%
CCOC(=O)c1ccc2c(c1)nc(SC/C(O)=C(\C#N)c1nc3ccccc3[nH]1)n2CC	3	-1	-12%	-10%	-21	11%	1.6	-7%	-4%
COc1ccc(NC(=O)CSc2ncnc3c2sc2ccccc23)c(OC)c1	-11	-7	13%	-33%[57.1 µM]	5	-12%[1.53 µM]	1.7	-2%	-3%
Cc1ccc(NC(=O)c2cccs2)cc1NC(=O)c1ccco1	-9	0	-8%	0%	0	2%	-2.9	-7%	3%

Fetched one by one from the entries so far (2):
SMILES	DRD3 antagonist	D3 ag	GLP-1R inv ag	WRN inhibitor	PI5P4Ka inh	HEK293 tox	IL-2 act	PLK1 PBD inh	GLP1R ag
COC(=O)C1=CN(c2ccc(Oc3ccccc3)cc2)C(N)=C(C#N)C1c1ccc(-c2ccccc2)cc1 (stereo unspecified)	-11	-9	-12%	4%	-12	-3%	1.1	-15%	nt
Cc1noc(C)c1COc1ccccc1C(=O)N1CCN(S(=O)(=O)c2ccccc2F)CC1	5	-4	6%	0%	5	15%	-1.2	2%	1%

Other compounds follow.
SMILES	DRD3 antagonist	D3 ag	GLP-1R inv ag	WRN inhibitor	PI5P4Ka inh	HEK293 tox	IL-2 act	PLK1 PBD inh	GLP1R ag
Cn1nnnc1SCC1=C(C(=O)O)N2C(=O)C(NC(=O)C3CC3c3ccccc3)C2SC1 (stereo unspecified)	9	2	-14%	?	-1	-32%	-0.2	?	-5%
Nc1ccc(S(=O)(=O)N2CCC(Cc3ccccc3)CC2)cc1	5	-2	?	-7%	7	2%	-1.6	3%	15%
COc1ccc(CNS(=O)(=O)c2c(C)[nH]c(C)c2C(=O)N2CCCCC2)cc1	20	-2	11%	7%	0	6%	-1.2	1%	0%
O=C(COC(=O)c1c(Cl)cccc1Cl)Nc1cc(Cl)ccc1Oc1ccccc1	10	-3	?	-20%	5	1%	0.3	-1%	7%
NC(=O)c1ccc(Cc2ncc(C(F)(F)F)cc2Cl)s1	0	-2	0%	-21%	0	1%	-3.2	-6%	-1%
CC1=NN(c2ccc(Cl)c(C(=O)O)c2)C(=O)/C1=C\c1ccc(-c2ccc(C(=O)O)cc2)o1	-4	-8	2%	?	-17	4%	-3.3	8.4µM*	-3%
O=C1c2ccccc2-c2cccc(C(=O)N3CCN(C(=O)c4ccccc4)CC3)c21	13	4	20%	2%	10	-26%	0.3	-5%	0%
CSc1ccc(C(=O)C2CCCN(C(=O)c3cc(C)n(C)n3)C2)cc1 (stereo unspecified)	-18	4	1%	-2%	18	-13%	-4.2	-9%	19%
Cc1csc2nc(O)c(C(=O)NCCN3CCOCC3)c(=O)n12	-7	6	-9%	-4%	-2	-8%	0.9	5%	3%
CCCCN(CC)CCCNC(=O)c1cc2c(=O)n(C)c3ccccc3c2n1C	-21	-12	15%	1%	-1	-24%	-0.9	-4%	15%
COc1ccc2c(c1)SCCC2=O	3	2	0%	-1%	1	4%	0.7	-1%	-14%
Cc1cc(C)cc(C(=O)NC(=S)Nc2ccc3[nH]c(=O)[nH]c3c2)c1	-10	2	-3%	-31%	5	5%	-0.6	-11%	10%
O=C(CCC(=O)OCC(F)(F)C(F)F)Nc1ccc(F)cc1F	6	1	11%	-7%	-7	0%	-0.7	?	0%
CC(C)(C)OC(=O)N1CCC(c2c(C(=O)O)cnn2-c2ccccc2)CC1	9	6	1%	3%	nt	-24%	-1.9	-1%	-5%
CC(c1ccccc1)n1c(S(=O)(=O)O)nc2ccccc21 (stereo unspecified)	-4	-3	-11%	-1%	-67*	-16%	-1.0	-25%	-6%
COc1ccc(OC)c(NC(=O)C2CC(=O)N(c3ccccc3)C2)c1 (stereo unspecified)	6	1	10%	-2%	9	14%	-0.8	-9%	9%
C=C(CO)C1Cc2cc(C(C)=O)ccc2O1 (stereo unspecified)	-12	1	4%	-33%	-6	16%	-1.2	-5%	3%
COc1ccc(S(=O)(=O)N2CCOCC2)cc1NC(=O)CN(C)CC(=O)Nc1cccc(F)c1	?	-4	15%	-3%	-8	0%	-0.4	-4%	1%
CN(C)CCN1CCN(C2CN(Cc3cn(Cc4cccc(C(F)(F)F)c4)nn3)S(=O)(=O)C2)CC1 (stereo unspecified)	-72*	-11	8%	5%	-4	1%	0.1	-5%	-5%
COc1cccc(NC(=O)CN(C)C(=O)c2cccc(S(=O)(=O)N3c4ccccc4CC3C)c2)c1 (stereo unspecified)	7	4	?	-9%	2	-32%	-2.5	7%	6%
O=[N+]([O-])c1ccc(NCc2ccccc2)nc1	?	-7	-5%	-16%	8	-27%	0.7	-6%	11%
CSc1nnc(-c2ccc(S(=O)(=O)N3CCCCC3)cc2)o1	-12	-13	30%	?	-10	-2%	-2.8	-10%	10%
CC(=O)c1ccc(N2C(=NC(=O)C3CCCCC3)SC3CS(=O)(=O)CC32)cc1 (stereo unspecified)	14	2	8%	8%	-3	-9%	-0.8	-4%	1%

Limited to HEK293 tox and PI5P4Ka inh (six entries from above):
molecule	HEK293 tox	PI5P4Ka inh
Cc1csc2nc(O)c(C(=O)NCCN3CCOCC3)c(=O)n12	-8%	-2
CCCCN(CC)CCCNC(=O)c1cc2c(=O)n(C)c3ccccc3c2n1C	-24%	-1
COc1ccc2c(c1)SCCC2=O	4%	1
Cc1cc(C)cc(C(=O)NC(=S)Nc2ccc3[nH]c(=O)[nH]c3c2)c1	5%	5
O=C(CCC(=O)OCC(F)(F)C(F)F)Nc1ccc(F)cc1F	0%	-7
CC(C)(C)OC(=O)N1CCC(c2c(C(=O)O)cnn2-c2ccccc2)CC1	-24%	nt
